# Compound activity deposited in PubChem BioAssay by several laboratories.
# Mot1-301 SUMO = inhibitors of SUMOylation pathway: yeast Mot1-301 growth rescue. S. cerevisiae Mot1-301 growth rescue, ATP luminescence, 38.5C; percent above DMSO median, 100 means doubled. growth rescue, % at 18.8 µM. 1% of 320,000 active;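 active = every valid replicate shows activation above 250% relative to neutral control wells; inactive = the rest, any valid replicate at or below 250%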;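 note: OY570 slx delta 5 strain wells were the positive control but not used for scaling; some compounds called inactive have numbers as strong as hits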
# SR-BI DiI-HDL act = enhances SR-BI lipid uptake from DiI-HDL | 0.096% of 320,000 active | CHO ldlA[mSR-BI] cells, DiI-HDL uptake fluorescence, 3 h; 100 = double the neutral-control signal | activation, % at 12.5 µM;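 active = mean replicate activation of at least 60% and every replicate at or above 60%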;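 note: 0% = median plate neutral-control signal and 100% = twice that signal; values of inactives mirror those of a sister screen read the other way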
#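 Test system: SR-BI-overexpressing, LDLR-lacking CHO cells. Measured by: DiI fluorescence, bottom read. Medium: Ham's F12 with 0.5% BSA, HEPES 25 mM, pH 7.4. Timing: 3 h uptake period with compound, 37 °C.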
# NSD2 HMT inh = blocks human histone methyltransferase NSD2; O96028; NSD2 peptide methylation, AlphaScreen, 120 min; inhibition, % at 12.5 µM; 0.54% of 310,000 active; AID 743445; in the data active = inhibition above about 50%
# SR-BI DiI inh = mouse SR-BI HDL lipid transfer inhibition; ldlA[mSR-BI] CHO cells, DiI-HDL uptake fluorescence, 3 h; inhibition, % at 12.5 µM; 0.96% of 320,000 active; AID 488896;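 active = mean replicate inhibition of at least 70% and a set share of replicates each scoring 70 or more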;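 note: 0% = median of neutral control wells and 100% = median of positive control wells; values of inactives mirror those of a sister screen read the other way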
# Target sequence (Q61009 whole entry, looked up): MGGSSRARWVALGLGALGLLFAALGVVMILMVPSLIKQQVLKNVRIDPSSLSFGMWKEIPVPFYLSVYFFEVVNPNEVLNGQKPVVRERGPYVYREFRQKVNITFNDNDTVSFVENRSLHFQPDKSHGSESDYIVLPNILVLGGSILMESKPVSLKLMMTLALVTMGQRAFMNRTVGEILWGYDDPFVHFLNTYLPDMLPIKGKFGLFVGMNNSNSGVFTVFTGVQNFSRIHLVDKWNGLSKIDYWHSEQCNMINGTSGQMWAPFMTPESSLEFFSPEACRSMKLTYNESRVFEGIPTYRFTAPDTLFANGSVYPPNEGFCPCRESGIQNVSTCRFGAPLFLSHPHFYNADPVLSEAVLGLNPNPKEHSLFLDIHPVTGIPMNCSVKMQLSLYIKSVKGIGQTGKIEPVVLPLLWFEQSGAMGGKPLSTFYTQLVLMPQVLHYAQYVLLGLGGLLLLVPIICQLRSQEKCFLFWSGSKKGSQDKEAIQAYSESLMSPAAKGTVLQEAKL
# PKA-R1A activ = activates the PKA-R1A holoenzyme complex; activation, % at 11.4 µM; PKA-R1A dissociation, Cy5-IP20 fluorescence polarization; scaled: DMSO 0%, 113 µM cGMP 100%; AID 504707; 0.083% of 340,000 active;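 active = percent activation above the mean of all tested compounds plus 3 SD, cut at about 19% in these data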;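 note: higher means more PKAc released from R1A so a rise in polarization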
# PKA-R2B activ = activators of human PKA-R2B complex | P22694+P31323 | PKA-R2B holoenzyme dissociation, Cy5-IP20 fluorescence polarization; R2B truncated from residue 108, S112A mutant; 0% DMSO only, 100% 113 µM cGMP | activation, % at 11.4 µM | 0.079% of 340,000 active;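 active = activation above a cutoff set at the mean over all compounds plus 3 SD, cut at about 18% in these data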;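 note: higher means more holoenzyme dissociation and a rise in polarization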
# Target sequence (P31323 whole entry, looked up, other chains not shown, the tested form may be a part): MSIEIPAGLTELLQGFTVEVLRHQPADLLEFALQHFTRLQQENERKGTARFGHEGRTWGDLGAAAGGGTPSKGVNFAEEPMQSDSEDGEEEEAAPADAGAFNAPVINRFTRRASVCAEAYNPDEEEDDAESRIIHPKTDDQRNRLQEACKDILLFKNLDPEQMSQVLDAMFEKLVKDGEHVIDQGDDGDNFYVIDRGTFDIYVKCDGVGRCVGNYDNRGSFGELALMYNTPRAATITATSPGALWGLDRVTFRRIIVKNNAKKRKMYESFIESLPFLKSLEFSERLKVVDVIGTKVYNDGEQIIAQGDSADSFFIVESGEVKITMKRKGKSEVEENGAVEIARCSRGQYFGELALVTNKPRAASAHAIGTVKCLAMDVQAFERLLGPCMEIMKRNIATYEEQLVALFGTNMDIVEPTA
# Numbers without * were called inactive; x = no result given. Some of the compounds tested, so the mix of outcomes need not match the whole.
structure,SR-BI DiI-HDL act,NSD2 HMT inh,PKA-R2B activ,SR-BI DiI inh,Mot1-301 SUMO,PKA-R1A activ
C/C(=N\NC(=O)c1ccc(NS(=O)(=O)c2cccs2)cc1)c1ccccn1,x,3,x,x,7,x
CC(C)NCCCCOc1ccccc1-c1ccccc1,x,42,x,x,-1,x
COCC(=O)Nc1ccc(C(=O)Nc2ccccc2Cl)cc1,x,-1,x,x,514,x
Nc1c(C(=O)c2ccco2)oc2ccccc12,x,0,x,x,-25,x
O=P(O)(O)CP(=O)(O)O,31,x,x,-31,262,x
CCOC(=O)N1c2ccccc2C=CC1OCC (centres undefined),3,x,x,-3,121,x
COc1cccc(NC(=O)N(C)C[C@@H]2Oc3ncc(Br)cc3C(=O)N([C@@H](C)CO)C[C@H]2C)c1,x,x,3,x,x,-5
C[C@H](CO)N1C[C@H](C)[C@H](CN(C)C(=O)Nc2ccccc2)OCc2cnnn2CCCC1=O,x,x,-10,x,x,1
C[C@H](CO)N1C[C@H](C)[C@@H](CN(C)S(=O)(=O)c2ccc(F)cc2)OCc2cn(nn2)CCCC1=O,x,x,-2,x,x,-10
CCC(=O)N(C)C[C@H]1Oc2cc(-c3cccnc3)ccc2S(=O)(=O)N([C@H](C)CO)C[C@H]1C,x,x,-9,x,x,-5
Cc1ccccc1S(=O)(=O)N(C)C[C@@H]1OCc2cnnn2CCCC(=O)N([C@H](C)CO)C[C@@H]1C,x,x,-2,x,x,3
CC1C(=O)N(Cc2cn(Cc3ccco3)nn2)CCS(=O)(=O)N1Cc1ccc(-c2ccc(F)nc2)cc1 (centres undefined),x,x,-5,x,x,-4
CCCC#Cc1cnc2c(c1)C(=O)N([C@H](C)CO)C[C@@H](C)[C@H](CN(C)S(=O)(=O)c1cccc(OC)c1)O2,x,x,-7,x,x,-1
CCC/C=C/c1ccc(CN2C(C(C)C)C(=O)N(Cc3cn(CC4CCCCC4)nn3)CCS2(=O)=O)cc1 (centres undefined),x,x,-12,x,x,0
C[C@@H]1CN([C@H](C)CO)C(=O)c2cc(Br)cnc2O[C@H]1CN(C)C(=O)Nc1ccc2c(c1)OCO2,x,x,-8,x,x,3
CCN(CC)C(=O)C1=C(C)N(CCCOC)C(=O)C(CC(=O)NC(c2ccccc2)c2ccccc2)C1 (centres undefined),x,x,0,x,x,-5
COc1ccc(NC(=O)N(C)C[C@@H]2Oc3cc(C#CCN(C)C)ccc3S(=O)(=O)N([C@H](C)CO)C[C@H]2C)cc1,x,x,-3,x,x,-12
C[C@@H]1CN([C@H](C)CO)C(=O)CCCn2nncc2CO[C@H]1CN(C)S(=O)(=O)c1cccs1,x,x,1,x,x,4
CCCNC(=O)N(C)C[C@@H]1Oc2cc(C#C[C@H](C)O)ccc2S(=O)(=O)N([C@H](C)CO)C[C@H]1C,x,x,-4,x,x,-13
C[C@@H]1CCCCO[C@@H](CN(C)S(=O)(=O)c2ccc(F)cc2)[C@@H](C)CN([C@H](C)CO)C(=O)c2cc(N(C)C)ccc2O1,x,x,-6,x,x,-8
C[C@@H]1CCCCO[C@@H](CN(C)Cc2ccc(Cl)c(Cl)c2)[C@@H](C)CN([C@H](C)CO)C(=O)c2cc(NC(=O)CCC(F)(F)F)ccc2O1,x,x,-6,x,x,-8
CCN(CC)C(=O)C1=C(C)N(CCCN2CCCC2=O)C(=O)C(CC(=O)NC2CCCC2)C1 (centres undefined),x,x,11,x,x,-4
O=C(Cn1sc2ccccc2c1=O)Nc1ccc(Br)cc1,x,x,-4,x,x,-3
C[C@H]1CN(C2CCCCC2)C(=O)[C@@H]1CC(=O)Nc1ccccc1,x,x,-3,x,x,-10
COc1cccc(S(=O)(=O)N(C)C[C@H]2OCc3cnnn3CCCC(=O)N([C@@H](C)CO)C[C@H]2C)c1,x,x,6,x,x,-2
Cc1ccc(N2CCC3CC2c2cc(-c4ccc(C(F)(F)F)cc4)ccc23)cc1 (centres undefined),x,x,-15,x,x,-10
CCN(CC)C(=O)C1=C(C)N(Cc2ccccc2)C(=O)C(CC(=O)NCCCN(C)C)C1 (centres undefined),x,x,-3,x,x,-6
C[C@H]1CN(c2ccccc2)C(=O)[C@@H]1CC(=O)Nc1ccccc1,x,x,-9,x,x,-16
CCC/C=C/c1ccc(CN2C(C(C)C)C(=O)N(Cc3cn(CCC4OCCCO4)nn3)CCS2(=O)=O)cc1 (centres undefined),x,x,-10,x,x,-12
CCOC(=O)[C@@H](NC(=O)CC[C@H]1O[C@@H](n2cc(C)c(=O)[nH]c2=O)C[C@@H]1O)C(C)C,x,x,2,x,x,-8

# 9 compounds out of the list, sorted by count of non-hydrogen atoms, smallest number first:
structure,SR-BI DiI-HDL act,NSD2 HMT inh,PKA-R2B activ,SR-BI DiI inh,Mot1-301 SUMO,PKA-R1A activ
O=C(Cn1sc2ccccc2c1=O)Nc1ccc(Br)cc1,x,x,-4,x,x,-3
C[C@H]1CN(C2CCCCC2)C(=O)[C@@H]1CC(=O)Nc1ccccc1,x,x,-3,x,x,-10
Cc1ccc(N2CCC3CC2c2cc(-c4ccc(C(F)(F)F)cc4)ccc23)cc1 (centres undefined),x,x,-15,x,x,-10
CCN(CC)C(=O)C1=C(C)N(Cc2ccccc2)C(=O)C(CC(=O)NCCCN(C)C)C1 (centres undefined),x,x,-3,x,x,-6
CCCNC(=O)N(C)C[C@@H]1Oc2cc(C#C[C@H](C)O)ccc2S(=O)(=O)N([C@H](C)CO)C[C@H]1C,x,x,-4,x,x,-13
COc1cccc(S(=O)(=O)N(C)C[C@H]2OCc3cnnn3CCCC(=O)N([C@@H](C)CO)C[C@H]2C)c1,x,x,6,x,x,-2
CCC/C=C/c1ccc(CN2C(C(C)C)C(=O)N(Cc3cn(CCC4OCCCO4)nn3)CCS2(=O)=O)cc1 (centres undefined),x,x,-10,x,x,-12
C[C@@H]1CCCCO[C@@H](CN(C)S(=O)(=O)c2ccc(F)cc2)[C@@H](C)CN([C@H](C)CO)C(=O)c2cc(N(C)C)ccc2O1,x,x,-6,x,x,-8
C[C@@H]1CCCCO[C@@H](CN(C)Cc2ccc(Cl)c(Cl)c2)[C@@H](C)CN([C@H](C)CO)C(=O)c2cc(NC(=O)CCC(F)(F)F)ccc2O1,x,x,-6,x,x,-8

# Following part.
structure,SR-BI DiI-HDL act,NSD2 HMT inh,PKA-R2B activ,SR-BI DiI inh,Mot1-301 SUMO,PKA-R1A activ
CCN(CC)C(=O)C1=C(C)N(CCCOC)C(=O)C(CC(=O)NCC2CCCCC2)C1 (centres undefined),x,x,8,x,x,2
CCCC1NC(=O)c2cc3ccccc3cc2-n2c1nc1ccc(C)cc1c2=O (centres undefined),x,x,-1,x,x,-7
CC(C)CC1C(=O)N(Cc2cn(Cc3ccco3)nn2)CCS(=O)(=O)N1Cc1ccc(-c2ccc(F)nc2)cc1 (centres undefined),x,x,1,x,x,-4
COc1ccccc1NC(=O)N(C)C[C@@H]1OCc2ccccc2-c2c(n(C)c3ccccc23)C(=O)N([C@H](C)CO)C[C@@H]1C,x,x,4,x,x,0
COc1ccccc1CN(C)C[C@@H]1OCc2cnnn2CCCC(=O)N([C@H](C)CO)C[C@H]1C,x,x,-1,x,x,-6
Cc1ccc(S(=O)(=O)N(C)C[C@H]2OCc3cn(nn3)CCCC(=O)N([C@@H](C)CO)C[C@@H]2C)cc1,x,x,-1,x,x,-6
C[C@@H]1CN([C@@H](C)CO)C(=O)CCCn2nncc2CO[C@H]1CN(C)C(=O)Cc1ccccc1,x,x,-3,x,x,2
COC(=O)C[C@H]1C[C@H]2c3cc(NC(=O)NC4CCCC4)ccc3O[C@H]2[C@@H](CO)O1,x,x,4,x,x,6
CC[C@@H](NCCCn1cnc2c(SC)ncnc21)c1ccccc1,x,x,-4,x,x,-4
COc1ccc(S(=O)(=O)N(C)C[C@H]2OCc3cnnn3CCCC(=O)N([C@@H](C)CO)C[C@H]2C)cc1,x,x,-4,x,x,-1
CCOC(=O)CCCCCC(=O)Nc1ccc2c(c1)C(=O)N([C@@H](C)CO)C[C@H](C)[C@H](CN(C)C(=O)c1ccccc1)OCCCC[C@H](C)O2,x,x,-1,x,x,12
Fc1ccc(-c2nc3c4ccccc4ccn3c2Cc2ccccc2)cc1,x,x,-14,x,x,-6
CCN1C(=O)[C@H]2[C@@H](c3ccc(C(F)(F)F)cc3)N[C@]3(CCCN(Cc4ccco4)C3=O)[C@H]2C1=O,x,x,-13,x,x,4
COCC(=O)N(C)C[C@@H]1Oc2cc(Br)ccc2S(=O)(=O)N([C@H](C)CO)C[C@H]1C,x,x,2,x,x,-11
C[C@@H]1CN([C@H](C)CO)C(=O)CCCn2nncc2CO[C@H]1CN(C)S(=O)(=O)c1ccc2ccccc2c1,x,x,-8,x,x,4
COc1cccc(-c2cc3nc(C)c(C)c(N4CCN(C(=O)c5ccoc5)CC4)n3n2)c1,x,x,-2,x,x,-2
Cc1ccc(S(=O)(=O)Nc2ccc3c(c2)C(=O)N([C@@H](C)CO)C[C@@H](C)[C@@H](CN(C)S(=O)(=O)c2ccccc2)OCCCC[C@H](C)O3)cc1,x,x,3,x,x,1
CCCC1NC(=O)c2cc3ccccc3cc2-n2c1nc1cc(Cl)ccc1c2=O (centres undefined),x,x,-5,x,x,6
COc1ccccc1NC(=O)N(C)C[C@H]1OCc2cnnn2CCCC(=O)N([C@H](C)CO)C[C@H]1C,x,x,1,x,x,-3
C[C@H]1CN([C@@H](C)CO)C(=O)CCCn2cc(nn2)CO[C@@H]1CN(C)C(=O)c1cc(-c2ccccc2)on1,x,x,-4,x,x,2
C[C@@H]1CN([C@H](C)CO)S(=O)(=O)c2ccc(C#C[C@@H](C)O)cc2O[C@@H]1CN(C)Cc1ccc(-c2ccccc2)cc1,x,x,-12,x,x,-4
Cc1ccc([C@H]2C[C@@H](O)[C@H](n3cc(C4CC4)nn3)CN2Cc2cccs2)cc1,x,x,-3,x,x,-12
C[C@H](CO)N1C[C@H](C)[C@@H](CN(C)Cc2cccnc2)Oc2ncc(-c3cccc(C#N)c3)cc2C1=O,x,x,-12,x,x,-7
C[C@@H]1CN([C@@H](C)CO)C(=O)CCCn2nncc2CO[C@H]1CN(C)S(=O)(=O)c1cccc(C#N)c1,x,x,1,x,x,-1
COC(=O)C[C@H]1C[C@@H]2c3cc(N(C)C)ccc3O[C@@H]2[C@H](CO)O1,x,x,5,x,x,10
CNC(=O)C[C@H]1C(=O)N(C2CCCCC2)C[C@@H]1CSC,x,x,-12,x,x,0
COc1ccc([C@H]2C[C@@H](n3cc(-c4ccc(F)cc4)nn3)[C@H](O)CN2Cc2cccs2)cc1,x,x,-5,x,x,0
C[C@@H]1CN([C@@H](C)CO)C(=O)CCCn2nncc2CO[C@H]1CN(C)Cc1ccncc1,x,x,0,x,x,-4
COc1ncnc2c1ncn2CCCNCc1ccccn1,x,x,-6,x,x,6
CCCCCCN1C[C@H](n2cc(-c3ccc(F)cc3)nn2)[C@@H](O)C[C@@H]1c1ccc(OC)cc1,x,x,2,x,x,-3
CC(=O)N(CCc1ccccc1)c1ccc2c(c1)C1CC2CCN1C(=O)OCc1ccccc1 (centres undefined),x,x,-7,x,x,0
O=C1NC(Cc2ccccc2)c2nc3cc(F)c(F)cc3c(=O)n2-c2cc3ccccc3cc21 (centres undefined),x,x,-6,x,x,3
Cc1ccc2c(=O)n3c(nc2c1)C(Cc1ccccc1)NC(=O)c1cccnc1-3 (centres undefined),x,x,1,x,x,-7
COc1ccc(-c2ccc(CN3C(CC(C)C)C(=O)N(Cc4cn(CC5CCCCC5)nn4)CCS3(=O)=O)cc2)cn1 (centres undefined),x,x,5,x,x,1
CC(C)OC(=O)N(C)C[C@H]1OCc2cnnn2CCCC(=O)N([C@@H](C)CO)C[C@H]1C,x,x,-2,x,x,-3
COc1ccc2nc3n(c(=O)c2c1)-c1ncccc1C(=O)NC3CC(C)C (centres undefined),x,x,-3,x,x,5
C[C@H]1Cn2cnc(C(=O)NCc3ccc(CNC(=O)OC(C)(C)C)cc3)c2C(=O)N1,x,x,10,x,x,-1
